hcGAS lum = Primary biochemical luminescence assay for human cyclic GMP-AMP synthase inhibitors; Q8N884; inhibition, % at 12.5 µM; AID 1259398, 2018; 290,000 compounds, 0.081% hits; recombinant h-cGAS, ATP depletion, Kinase-Glo luminescence;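 also: 0% = vehicle reaction and 100% = reaction without DNA for no activity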
Target sequence (Q8N884 whole entry, looked up): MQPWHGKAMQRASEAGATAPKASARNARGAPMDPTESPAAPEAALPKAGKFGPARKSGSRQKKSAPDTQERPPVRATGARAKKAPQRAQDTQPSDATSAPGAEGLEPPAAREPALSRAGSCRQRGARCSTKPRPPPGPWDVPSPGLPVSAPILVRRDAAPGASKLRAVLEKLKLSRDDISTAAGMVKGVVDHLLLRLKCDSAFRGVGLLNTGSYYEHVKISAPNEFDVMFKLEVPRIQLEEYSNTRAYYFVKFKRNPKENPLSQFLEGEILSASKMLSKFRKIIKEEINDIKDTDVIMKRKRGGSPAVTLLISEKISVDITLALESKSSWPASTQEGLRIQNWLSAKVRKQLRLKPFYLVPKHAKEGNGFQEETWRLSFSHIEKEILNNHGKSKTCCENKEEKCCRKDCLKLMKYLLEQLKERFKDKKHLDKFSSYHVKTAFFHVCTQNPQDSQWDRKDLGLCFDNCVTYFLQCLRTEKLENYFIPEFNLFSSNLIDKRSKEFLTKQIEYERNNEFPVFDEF
mcGAS inh = cyclic GMP-AMP synthase inhibitors, mouse, primary biochemical chemiluminescence; Q8C6L5; recombinant cGAS, Kinase-Glo ATP depletion luminescence; inhibition, % at 12.5 µM; 160,000 compounds, 0.15% hits; AID 1259399, 2018;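 also: 0% = negative control wells and 100% = reference inhibitor with no enzyme activity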
NPYLR7 agonist = agonists of mosquito NPYLR7 receptor, primary screen, cell-based, Aedes aegypti, calcium fluorescence, mosquito biting behavior | Aedes aegypti neuropeptide Y-like receptor 7 (NPYLR7) | HEK293T NPYLR7/Galpha15, GCaMP6s calcium fluorescence | activation, % at 10 µM | 270,000 compounds, 0.15% hits; in the data active = activation above about 40%;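 also: 0% = vehicle and 100% = reference agonist at the receptor; some compounds past the cut are filed as inactive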
The depositor's hits bear a star; nt = no result given; & = joins results of further samples. Rule as the data show it, unless noted: active = inhibition above about 40%; inactive = the rest.

SMILES | hcGAS lum | mcGAS inh | NPYLR7 agonist
CN(Cc1coc2ccccc2c1=O)CC1CC(=O)N(C2CCCC2)C1 (stereo not given) | 1 | 0 | 7
Cc1cccc(OC(C(=O)N2CC(c3cccnc3)C2)C(C)C)c1 (stereo not given) | -9 | -13 | nt
COc1ccc(C(=O)Nc2c3c(nn2C(C)(C)C)CSC3)cc1 | 3 | -3 | 0
CCOC(=O)NC1CCCN(c2c(F)cc(C#N)cc2F)C1 (stereo not given) | -10 | nt | -22
CCOC(=O)C1CCCN(CC(=O)N2N=C(c3ccc(C)cc3C)CC2c2cccc(F)c2)C1 (stereo not given) | 0 | 0 | -9
O=S1(=O)CCC(NS(=O)(=O)c2ccc3c(c2)CCC3)C1 (stereo not given) | -4 | -9 | -2
Cc1ccccc1C(C)NC(=O)c1ccccc1S(C)(=O)=O (stereo not given) | 4 | nt | 2
CC(C)NS(=O)(=O)c1ccc(C(=O)N2CCC(OCC3CCCC3)CC2)cc1 | -4 | nt | 0
Cc1ccsc1C(=O)NC(C)c1cnn(-c2ccccn2)c1C (stereo not given) | -7&-9 | nt | 4
COc1ccc(/C=C2\SC(=S)N(C(CCSC)C(=O)O)C2=O)cc1OC (stereo not given) | -8 | -3 | -2
O=C(c1cc(C(F)(F)F)cc(C(F)(F)F)c1)N1CCC(c2nc(-c3ccccc3Cl)no2)CC1 | -7 | -7 | 6
Cc1cc(C)c(S(=O)(=O)NC(C)Cn2cncn2)c(C)c1 (stereo not given) | -4 | -6 | 0
COc1ncccc1C(=O)N1CCCCC1C(C#N)c1ccccc1 (stereo not given) | -8 | nt | -2
CCCCN(CC(=O)N(Cc1cccn1C)CC(C)C)C(=O)Nc1c(Cl)cccc1Cl | -1 | -3 | -7
CCCCCNC(=O)Cn1cnc2c([nH]c3ccc(C)cc32)c1=O | -3 | -8 | nt
OCc1ccccc1-c1cnn(Cc2ccccc2)c1 | -1 | nt | 1
CCOc1ccc(-n2c(SC(C)C)nc3c(c2=O)SCC3)cc1 | 18 | 1 | 1
COc1ccccc1C1CC(c2ccc(C)cc2C)=NN1C(=O)CN1CCc2ccccc2C1 (stereo not given) | -3 | -4 | 7
CCCn1c(NC(=O)c2ccc(OC)cc2O)nc2ccccc21 | 0 | -9 | 2
CC1C(=O)N(c2cccc3ccccc23)CCN1C(=O)c1ccco1 (stereo not given) | -2 | -3 | 0
Cc1ccc2c(c1)CCCN2CC(=O)Nc1ccc2c(c1)OCCCO2 | -12 | -5 | 6
COc1cc2c(cc1OC)n(Cc1ccccc1F)c(=O)n1nc(C)nc21 | -4 | nt | 7
COCCN(Cc1nc2ccccc2o1)C(=O)C1C[C@@H]1c1ccccc1 (stereo not given in full) | 0 | -2 | 0
COc1cc(C(C)=O)ccc1Oc1ncnc2c1cnn2-c1ccccc1 | -1 | -1 | 0
CC(C)(C)c1cc(NC(=O)c2cccc(C#N)c2)n(-c2ccc(Br)cc2)n1 | -15 | -8 | 12
OCc1cc(O)c2c(O)c3c(O)cccc3c(O[C@@H]3O[C@H](CO)[C@@H](O)[C@H](O)[C@H]3O)c2c1 | -2 | nt | 8
Cc1cccc(C2c3cccn3-c3ccccc3N2C(=O)CN(C(=O)C(c2ccccc2)c2ccccc2)C2CC2)c1 (stereo not given) | -2 | -5 | 24
O=C(Nc1cccc(C(F)(F)F)n1)C1=NOC(c2ccccc2)C1 (stereo not given) | -9 | nt | -20
COc1ccccc1-n1c(SCc2nc(C(=O)NC(Cc3ccccc3)c3ccccc3)cs2)nnc1-c1ccncc1 (stereo not given) | -2 | -5 | 20
CCOC(=O)C1=C(C)NC(=O)NC1c1ccc2c(c1)OCCO2 (stereo not given) | -6 | -5 | 6
CC1(COc2ccccc2)NCCc2[nH]cnc21 (stereo not given) | -6 | nt | 3
O=C(CCn1ccnc1)OCc1ccc(Cl)cc1 | -6 | nt | 2
O=c1c2nc(N3CCOCC3)sc2c(-c2ccco2)nn1Cc1ccc(Cl)cc1 | -8 | -12 | -2
CC(=O)NCCN1CC[C@H]2CN(C(=O)CCC(=O)O)CC[C@H]2CC1=O | -4 | -8 | -10
CCc1nc(N2CCCC2)c2c3c(sc2n1)CCCC3 | 10 | 0 | 0
NC(=O)NC(=O)CCN1c2ccccc2C[C@H]1C(N)=O | 1 | nt | -1
COC(=O)c1ccc(NC(=O)COC(=O)C(=Cc2cccs2)c2cccs2)cc1 | -2 | -1 | -5
COc1cc(C(=O)Nc2ccccc2C)cc(OC)c1OCC(N)=O | -7 | nt | 6
CCCc1[nH]ncc1C(=O)NCCCOC1CCCCC1 | -8 | nt | 4
OCc1cc(Cl)c2c(c1)OCO2 | -4 | nt | 7

Part of the list above, with two lines to a compound.
Each structure is followed by: hcGAS lum	mcGAS inh	NPYLR7 agonist
CC1(COc2ccccc2)NCCc2[nH]cnc21 (stereo not given)
 : -6	nt	3
COc1cc(C(=O)Nc2ccccc2C)cc(OC)c1OCC(N)=O
 : -7	nt	6
COc1ccccc1-n1c(SCc2nc(C(=O)NC(Cc3ccccc3)c3ccccc3)cs2)nnc1-c1ccncc1 (stereo not given)
 : -2	-5	20

Next compounds follow:
SMILES | hcGAS lum | mcGAS inh | NPYLR7 agonist
CC(NC(=O)c1cc(CN2CCOCC2)on1)C12CC3CC(CC(C3)C1)C2 (stereo not given) | -4 | -3 | nt
COc1ccc(CCn2c(C(C)C)nc3oc4ccccc4c(=O)c3c2=O)cc1 | -3 | nt | 2
Cc1ccc(NC(=O)CCC(=O)N2CCN(c3ccccn3)CC2)cc1 | -5 | -3 | -15
CCc1ccc(-c2nc(C)c(C(=O)OCC(=O)N3CCNC3=O)s2)cc1 | -8 | nt | 2
Cc1cc(=O)oc2cc(CN3CC[C@@H](c4ccc(F)cc4)[C@H](O)C3)ccc12 | 0 | nt | 2
CCOC(=O)C1(C)CCCCCN1C(=O)c1cccc(Cl)c1 (stereo not given) | -11 | nt | -3
COc1cccc2cc(C(=O)Nc3ccccc3C)c(=N)oc12 | 2 | -6 | -4
CSC1(CNC(=O)N(C)C2CCc3ccccc3C2)CCOCC1 (stereo not given) | -1 | nt | 9
O=C(NCc1n[nH]c2c1CCCCC2)c1ccc(=O)[nH]c1 | -5 | nt | 2
O=C(NC(C(=O)N1CCCCC1)C12CC3CC(CC(C3)C1)C2)c1ccc([N+](=O)[O-])cc1 (stereo not given) | 4 | 0 | 0
CSc1ncc(CN2CCOC(Cc3cccc(C(F)(F)F)c3)C2)cn1 (stereo not given) | -2 | nt | 7
CC(=O)N1CCN(Cc2nc3c(C)c(C)ccc3[nH]2)CC1 | -1 | nt | 0
CCOc1cc(S(=O)(=O)N2CCN(CCO)CC2)ccc1F | -8 | nt | 6
Clc1cccc(N2CCN(C3CCCN(C/C=C/c4ccccc4)C3)CC2)c1 (stereo not given) | -6 | -8 | -4
COC(=O)[C@@H]1N[C@H](c2cc(OC)ccc2-n2cccn2)[C@@H]2C(=O)N(C)C(=O)[C@@H]21 | -5 | nt | 0
Cc1onc(-c2ccccc2Cl)c1C(=O)Nc1ccc(Nc2ccccc2)c2c1C(=O)c1ccccc1C2=O | 0 | -4 | -6
Cc1cc2c(=O)n(Cc3ccco3)c(SCc3nc4ccccc4[nH]3)nc2s1 | -10 | nt | 1
O=C1CCC(C(=O)N2CCC3(CCCN(CCC4CCCCC4)C3)C2)=NN1 (stereo not given) | 0 | -7 | 2
CCN(CC)C(=O)c1ccc(NS(=O)(=O)c2cc3c(cc2Cl)NC(=O)C3)cc1 | -8 | nt | -5
CCOC(=O)C(=O)N(C)C[C@@H]1[C@H](OC(C)=O)[C@@H]2O[C@H]1c1ccccc12 | 3 | -2 | -4

Pulled by compound from above, 3 records:
SMILES | hcGAS lum | mcGAS inh | NPYLR7 agonist
CSc1ncc(CN2CCOC(Cc3cccc(C(F)(F)F)c3)C2)cn1 (stereo not given) | -2 | nt | 7
OCc1ccccc1-c1cnn(Cc2ccccc2)c1 | -1 | nt | 1
CCCn1c(NC(=O)c2ccc(OC)cc2O)nc2ccccc21 | 0 | -9 | 2

Going on with the list:
SMILES | hcGAS lum | mcGAS inh | NPYLR7 agonist
Cc1ccc2nc(SCC(=O)NCc3ccccc3)nc(=O)n2c1 | -1 | -1 | 3
CN(Cc1ccc(Oc2ccccc2)cc1)Cc1cc2n(n1)CCNC2 | -3 | nt | 16
CCOC(=O)CSc1nc2c(c(=O)n1-c1ccc(OC)cc1)SCC2 | 6 | -1 | 0
COc1cc(C=C2SC(=O)N(CCNC(=O)C3CC4CCC3C4)C2=O)ccc1OC(F)F (stereo not given) | -5 | 28 | -3
CC(C)CCN1CCCn2cccc2C1c1ccc(C(F)(F)F)cc1 (stereo not given) | -8 | -7 | 9
CC1(C(=O)NC2CCCCCC2)CCN1C(=O)Cc1ccc(-c2ccccc2)cc1 (stereo not given) | -4 | -4 | -6
CCC(C)NC(=O)C1=C(C)C(=O)OC12CCCCCC2 (stereo not given) | -6 | nt | 1
NS(=O)(=O)c1ccc(S(=O)(=O)NCCc2ccncc2)cc1 | -4 | nt | 7
CCn1c(CC2CCNCC2)nn(Cc2cc(=O)n3ccc(C)cc3n2)c1=O | -4 | -10 | -1
FC(F)(Cl)c1cc(-c2ccccc2)nc2c1ncn2-c1ccccc1 | 5 | 0 | 8
CC(C)N1CCC1(C)C(=O)Nc1nccc2cccnc12 (stereo not given) | 0 | 1 | -7
NC(=NOC(=O)CCC1CCCC1)c1ccccc1 | -12 | -6 | -6
Cc1ccc(NC(=O)Nc2c(O)c3ccccc3oc2=O)cc1C | -7 | nt | 5
O=C(NC1CC1)c1ccc(CSc2nnc(-c3ccncc3)n2-c2ccc(F)cc2)cc1 | -2 | -5 | 16
CC(=O)Nc1ccc(NC(=O)c2ccc(-c3c(C)noc3C)c3ccoc23)cc1 | -2 | -8 | 7
CC(C)(C)c1ccccc1OCCNC(=O)C1CCN(C(N)=O)CC1 | -6 | nt | 10
c1ccc2c(c1)CCC(N1CCN(Cc3cc4n(n3)CCCNC4)CC1)C2 (stereo not given) | -3 | 0 | 1
NS(=O)(=O)c1ccc(CCn2ccnc2-c2ccc3occc3c2)cc1 | -2 | nt | 9
COC(=O)c1cc(C(=O)Nc2ccc(N3CCCC3=O)c(C)c2)cc([N+](=O)[O-])c1 | -2 | nt | 3
CCCNc1nc(SC)nc2c1cnn2CCNC(=O)CC1CCCC1 | 0 | -4 | nt
O=C(c1cc2ccccc2o1)N1CCCC(CNS(=O)(=O)c2cccs2)C1 (stereo not given) | -2 | nt | 7
CCc1cc(NC[C@H]2CCCC[C@@]2(C)O)ncn1 | -18 | -8 | nt
O=C(CSc1ccc(-c2ccc(-n3ccnc3)cc2)nn1)NCc1ccccc1 | 3 | 1 | -8
CC(=O)Nc1ccc(=O)n(Cc2ccc(Cl)c(Cl)c2)c1 | -4 | nt | 6
Cn1nc(-c2ccccc2)c2c1NC(=O)CC2c1cccnc1N1CCOCC1 (stereo not given) | -11 | nt | -3
O=C(CCc1ccccc1)Nc1cccc(-c2cccc(-c3ccc4c(c3)NC(=O)CO4)n2)c1 | 11 | 0 | 1
CCC(=O)NCCNc1ccc(C(F)(F)F)cc1[N+](=O)[O-] | -5 | nt | 14
Cc1cc(NC(=O)N(C)C2CCC(c3ccccc3)CC2)n(C)n1 (stereo not given) | -4 | nt | 5
Cn1cc(C(=O)O)c2[nH]c(=O)n(Cc3ccccc3)c(=O)c21 | -13 | nt | -5
COc1ccc(S(=O)(=O)NCc2ccc3c(c2)OCO3)cc1 | 3 | -7 | 2
Cn1cc(C(=O)NC2CCCCC2)c2[nH]c(=O)n(-c3ccc(Cl)cc3)c(=O)c21 | -8 | nt | 2
O=C(CCCc1nc2ccccc2s1)NC1CCCC1 | -5 | nt | 2
NC(=O)c1n[nH]n2c1nc(=O)c1ccccc12 | 4 | -1 | 3
COCC(=O)N1CCSC12C(=O)N(Cc1ccc(F)c(F)c1)c1ccc(OC)cc12 (stereo not given) | -1 | -3 | 4
CN(C)CCN1CCN(c2cc(-c3cccc(C(F)(F)F)c3)nc3ccnn23)CC1 | -2 | -1 | 0
CCOC(=O)CCCC(=O)Nc1cccc(-c2cc(C(=O)OCC)nn2-c2ccc(F)cc2)c1 | -6 | -7 | 2
O=C1CC(c2ccccc2)C(=O)N1CCNc1ccc([N+](=O)[O-])cn1 (stereo not given) | -2 | -3 | -7
COCCN(CCOC)C(=O)c1ccc(Nc2cccc(C(F)(F)F)c2)nc1 | 1 | -1 | -3
CC(=O)N[C@H]1C[C@@H](CCn2nc(C)cc2C)O[C@@H](C2CCCCC2)C1 | -3 | nt | -3
COc1ncccc1C(=O)N1CCCC(C(=O)Nc2cccc(-c3ccc(F)cc3)c2)C1 (stereo not given) | -4 | nt | 6
CCCC1=NN(C(=O)COc2ccc(C)c(C)c2)C(O)(C(F)(F)F)C1 (stereo not given) | -4 | -6 | 2
COc1ccc(-c2ccc(C(=O)N3CCOc4ccc(CN5CCOCC5)cc4C3)o2)cc1 | -7 | -9 | 24
COc1ccc(Cl)c2sc(N3CCN(C(=O)c4cc(C)no4)CC3)nc12 | -5 | -9 | 8
C#CCNC(=O)c1ccc(NS(=O)(=O)/C=C/c2ccccc2)cc1 | 1 | nt | -2

Compounds above with a tert-butyl group:
SMILES | hcGAS lum | mcGAS inh | NPYLR7 agonist
COc1ccc(C(=O)Nc2c3c(nn2C(C)(C)C)CSC3)cc1 | 3 | -3 | 0
CC(C)(C)c1cc(NC(=O)c2cccc(C#N)c2)n(-c2ccc(Br)cc2)n1 | -15 | -8 | 12
CC(C)(C)c1ccccc1OCCNC(=O)C1CCN(C(N)=O)CC1 | -6 | nt | 10

Screens deposited in PubChem BioAssay by Fisher Drug Discovery Resource Center.
